# Screening data deposited in PubChem BioAssay by The Scripps Research Institute Molecular Screening Center.
# ASAP1 GAP inh = inhibitors of human ASAP1 ArfGAP activity; inhibition, % at 16.5 µM; AID 624377; actives 0.19% (n = 360,000); Q9ULH1; ASAP1-stimulated ARF1 GTP hydrolysis, GDP FP detection; in the data active = inhibition above about 25%;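 also: 0% = vehicle with enzyme and substrate and 100% = no enzyme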
# Target sequence (Q9ULH1 325-724 limits assumed): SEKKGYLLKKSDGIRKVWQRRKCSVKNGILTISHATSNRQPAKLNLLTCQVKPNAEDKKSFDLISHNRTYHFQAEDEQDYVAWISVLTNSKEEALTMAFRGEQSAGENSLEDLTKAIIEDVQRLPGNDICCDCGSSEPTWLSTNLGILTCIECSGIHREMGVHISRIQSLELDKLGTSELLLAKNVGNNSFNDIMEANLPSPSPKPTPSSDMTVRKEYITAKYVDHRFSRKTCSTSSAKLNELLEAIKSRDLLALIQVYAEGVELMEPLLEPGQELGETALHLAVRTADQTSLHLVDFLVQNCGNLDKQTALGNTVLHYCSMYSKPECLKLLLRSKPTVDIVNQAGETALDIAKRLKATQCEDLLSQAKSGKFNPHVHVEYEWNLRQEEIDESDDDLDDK
# TDP2 inh = TDP2 (human) inhibition, absorbance primary screen; actives 0.34% (n = 370,000); inhibition, % at 12.8 µM; AID 720702; recombinant TDP2, T5PNP hydrolysis, p-nitrophenol absorbance 415 nm;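 active = inhibition above the mean of all tested compounds plus 3 SD, set per campaign, cut at about 25% in these data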;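 also: 0% = DMSO with enzyme and 100% = buffer with substrate but no TDP2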
# Target sequence (O95551 whole entry, looked up): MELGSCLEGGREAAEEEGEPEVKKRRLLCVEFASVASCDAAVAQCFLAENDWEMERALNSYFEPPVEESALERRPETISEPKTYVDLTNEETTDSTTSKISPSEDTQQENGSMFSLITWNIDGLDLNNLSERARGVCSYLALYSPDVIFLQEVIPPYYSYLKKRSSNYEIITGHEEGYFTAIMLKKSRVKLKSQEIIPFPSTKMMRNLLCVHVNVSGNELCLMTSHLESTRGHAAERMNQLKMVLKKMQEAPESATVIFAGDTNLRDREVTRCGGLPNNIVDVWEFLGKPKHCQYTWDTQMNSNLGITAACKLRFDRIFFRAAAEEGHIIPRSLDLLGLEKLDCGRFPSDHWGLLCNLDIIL
#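 Read-out basis: percent inhibition. System: recombinant human TDP2. Buffer or medium: Mg2+-containing Tris-HCl buffer, pH 7.5. Repeats: single replicate. Timing: reaction 2 h, 37 °C. Benchmarks: high control without enzyme, low control DMSO plus TDP2. Probe or stimulus: 5 mM T5PNP. Doses: 12.8 µM only. Measured by: epi absorbance of p-nitrophenol freed from T5PNP by hydrolysis.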
# Tn7 DDE FP = DD(E)-Tn7 binding inhibition, primary FP screen. P02675. FP displacement of FITC-Tn7 peptide from fibrin DD(E); 0% = median of compound wells per plate. actives 0.13% (n = 370,000). inhibition, % at 8.3 µM. AID 720508;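 active = inhibition above the mean of compounds falling within the control limits plus 3 SD of them, cut at about 14% in these data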;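 also: 0% = plate median of compound wells and 100% = 10 µM Aha-Tn7 peptide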
#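 Test system: human clot-derived fibrin DD(E) complex / Quantity: 2 µM final DD(E) protein / Incubation: 10 min plus 3 h, room temperature / Measured by: fluorescence polarization / Benchmarks: high control of 10 µM Aha-Tn7 peptide / Replicates: singlicate testing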
# ARFGAP1 inhibitor = inhibitors of rat ARFGAP1; Q62848; Arfgap1-stimulated ARF1 GTP hydrolysis, GDP FP detection; inhibition, % at 16.5 µM; actives 0.26% (n = 360,000);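 active = inhibition above a per-plate limit, mean inhibition of low control wells plus 3 SD, cut at about 25% in these data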;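 also: 0% = DMSO wells with enzyme and 100% = wells lacking Arfgap1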
# Target sequence (Q62848 1-136 limits assumed): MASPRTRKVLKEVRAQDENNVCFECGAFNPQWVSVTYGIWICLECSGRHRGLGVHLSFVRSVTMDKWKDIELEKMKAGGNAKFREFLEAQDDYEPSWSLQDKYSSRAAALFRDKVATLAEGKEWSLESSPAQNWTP
#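 system = rat Arfgap1 catalytic domain, aa 1-136 | technique = FP, GDP Alexa 633 tracer displaced from anti-GDP antibody, 620/688 nm | compound = one concentration, 16.5 µM, DMSO 1.26% | medium = HEPES-based buffer, pH 7.5 | timing = compound-enzyme preincubation 20 min, reaction 120 min, detection 60 min, 25 °C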
# DDE Tn6 FP inh = DD(E)-Tn6 binding inhibition, primary FP screen; P02675; Fibrin DD(E) TRITC-Tn6 fluorescence polarization displacement; inhibition, % at 8.3 µM; actives 0.21% (n = 370,000); AID 720509;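 active = inhibition above a per-campaign cutoff: mean of compounds within control limits plus 3 SD, cut at about 15% in these data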;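 also: 0% = median of all compound wells on the plate and 100% = blocking peptide control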
# ADAM10 inh = inhibitors of human ADAM10. inhibition, % at 7 µM. O14672. recombinant ADAM10, EDANS/DABCYL FRET peptide cleavage, 3 h. actives 0.62% (n = 370,000);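 active = inhibition above a per-campaign cutoff equal to the mean of compounds falling between control-based bounds plus 3 SD, cut at about 20% in these data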;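 also: 0% = DMSO wells while the 100% control is not disclosed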
# LEDGF integ inh = blocks HIV-1 LEDGF/p75-dependent DNA integration | actives 0.64% (n = 370,000) | TR-FRET IN-LEDGF/p75 DNA integration, Eu/Cy5 | inhibition, % at 3.7 µM;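 active = inhibition above the screen-wide mean plus 3 SD, cut at about 13% in these data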;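 also: signal is the Cy5 over europium emission ratio at 671 and 618 nm; 0% = plate median of compound wells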
# PLC-gamma1 inh = PLC-gamma1 (human) inhibition, primary screen; P19174; purified PLC-gamma1, fluorogenic substrate, fluorescence; inhibition, % at 12.2 µM; actives 0.84% (n = 370,000); AID 720700; in the data active = inhibition above about 9.5%
# ADAM17 inh = inhibitors of human ADAM17 | recombinant ADAM17, EDANS/DABCYL FRET peptide cleavage | inhibition, % at 6.95 µM | actives 0.83% (n = 370,000);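 active = inhibition above the mean of compounds lying between control limits plus 3 SD, set per campaign, cut at about 8.5% in these data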;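 also: 0% = DMSO-only wells as the low control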
# proKLK7 act = activates the human kallikrein-7 zymogen; purified proKLK7, EDANS-DABCYL substrate fluorescence; 100% is mature enzyme control, 0% vehicle; activation, % at 7 µM; P49862; actives 0.9% (n = 370,000);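 active = activation above the mean of all tested compounds plus 3 SD, computed per campaign excluding outliers beyond control limits, cut at about 13% in these data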
# An asterisk follows results filed as active; i = inactive.
SMILES,ASAP1 GAP inh,TDP2 inh,Tn7 DDE FP,ARFGAP1 inhibitor,DDE Tn6 FP inh,ADAM10 inh,LEDGF integ inh,PLC-gamma1 inh,ADAM17 inh,proKLK7 act
CN(C(=O)c1ccc2nccnc2c1)C1CCCCC1,-9,-29,-5,3,-7,0,7,9,4,-0.5
O=C(c1ccc(Cn2cnnn2)cc1)N1CCCC(Nc2ccc(F)cc2)C1 (stereo not drawn),1,-4,-3,13,0,-2,-1,3,6,0.5
Cc1ccc(C(=O)NCC(=O)OC(C)C(=O)Nc2ccc(N(C)C)cc2)s1 (stereo not drawn),13,9,4,8,-4,-4,-2,-1,-3,-0.4
CCOC(=O)C(Cc1c(F)cccc1F)(NC(C)=O)C(=O)OCC,3,4,-4,-3,2,0,0,2,-3,0.5
C[C@H](CO)N1C[C@H](C)[C@H](CN(C)Cc2ccncc2)OCc2ccccc2-c2c(n(C)c3ccccc23)C1=O,4,1,-5,1,-1,0,-3,1,-1,0.5
CCN(CC)S(=O)(=O)c1ccc(N2CCOCC2)c(NC(=O)C2CC2)c1,-6,4,2,5,3,2,-3,-2,1,0.3
c1ccc2c(c1)CCCN2Cc1nnnn1CC1CCCO1 (stereo not drawn),5,14,5,0,8,-20,-4,-45,-8,-1.0
COCCOc1ccc(C(F)(F)F)cc1NC(=O)COC(=O)C12CC3CC(CC(O)(C3)C1)C2,-7,-11,-1,15,-5,8,4,4,2,0.6
CCCCCCNC(=O)Nc1ccccc1,-4,-1,5,3,6,0,0,0,-5,0.2
CC(C)(C)c1ccc(OCC(O)CN2CCN(C(=O)c3ccccc3)CC2)cc1 (stereo not drawn),-7,19,8,-11,1,4,2,14*,1,0.2
COC(=O)CCc1c(C)nn(-c2ccccc2)c1C,5,7,0,-3,3,1,-2,1,-1,0.3
CCCC(NC(=O)C(C)N1CCN(S(=O)(=O)c2ccccc2)CC1)c1ccccc1 (stereo not drawn),-12,6,1,-2,5,-6,-3,0,-6,-0.1
CC(C)(C)c1cc(CN(CCO)CCO)c(O)c(C(C)(C)C)c1,-2,-19,-1,-6,1,10,-1,2,1,0.1
COc1ccc(N2CCN(CCCn3c(=S)[nH]c4ncccc4c3=O)CC2)cc1,9,-2,-6,11,-1,-7,0,3,2,0.1
COC(=O)c1ccc(NC(=O)C(=O)c2cccn2C)cc1,-2,11,-6,2,-5,4,-3,3,-1,-0.4
CN(C)S(=O)(=O)c1cccc(NC(=O)c2cc(=O)[nH]c3ccccc23)c1,-1,0,-6,-2,-7,-51,0,-41,-16,-1.0
Cc1cccc(S(=O)(=O)Nc2ccc(-c3ccc4nncn4n3)cc2)c1,5,11,0,15,1,1,-2,-32,0,0.4
O=C1C=CC2(C=C1)O[C@H](Cc1ccccc1)[C@@H](Cc1ccccc1)O2,-1,-6,2,-20,-1,-8,1,2,7,-0.4
Cc1noc(C(=O)Nc2ccc(F)c(Cl)c2)c1Cl,10,2,-3,0,-7,4,0,1,2,0.5
COc1ccc(S(=O)(=O)NNC(=O)c2csc(-n3nc(C)cc3C(F)(F)F)n2)cc1OC,-2,0,1,-5,2,-13,2,-2,-2,-0.6
COc1ccc2cc(OCC(=O)NNC(=O)Nc3ccc(F)cc3)ccc2c1,4,0,0,5,4,-23,2,-5,-10,-0.8
CCC(C)(O)c1[nH]c2ccc(C(=O)OC)cc2c1C (stereo not drawn),-5,7,4,-2,10,1,4,-6,-1,-0.2
CCOC(=O)C1(CC2CCCCO2)CCN(Cc2nc3ccccc3nc2C)CC1 (stereo not drawn),17,3,-2,-4,-3,-13,-3,-8,-2,-0.6
CC1(C)CC2CC(C)(CN2S(=O)(=O)c2ccc(C(=O)Nc3cccc(S(=O)(=O)N4CCOCC4)c3)cc2)C1 (stereo not drawn),6,-4,-3,11,-4,26*,-2,1,20*,-0.7
COc1ccccc1-c1nnc(NC(=O)C2CCCN2S(=O)(=O)c2cccs2)o1 (stereo not drawn),1,0,2,3,-3,-12,-3,1,-6,-0.1
COc1ccc(C(CNC(=O)COc2ccccc2OC)N2CCCCC2)cc1 (stereo not drawn),-2,0,6,23,2,1,3,-2,-2,0.4
C=CCn1c(O)c(N=NC(=O)CNC(=O)/C=C/c2ccco2)c2ccccc21,5,-2,-3,10,5,-2,2,-1,-1,0.0
O=c1nc(/C=C/c2cc([N+](=O)[O-])ccc2Cl)cc(C(F)(F)F)[nH]1,-2,11,-5,2,-3,-5,0,3,3,-0.2
O=C(CCCCn1cnc2c(=S)nc[nH]c21)Nc1ccc(C(=O)O)cc1,-5,10,3,-5,-5,-5,-6,1,-3,-0.1
CC(Sc1nnc(-c2ccccc2)c(-c2ccccc2)n1)C(=O)NCC1CCCO1 (stereo not drawn),-10,-7,2,-4,0,-3,3,12*,-3,-0.1
CCOC(=O)Cn1c(=O)oc2cc(S(=O)(=O)N(C)c3ccc(OC)cc3)ccc21,15,-10,6,-5,4,2,-10,-1,0,0.2
O=C1OCCN1C(=O)[C@H]1[C@H](c2ccc(F)cc2)C(c2cccc(Cl)c2)=NN1c1ccc(Br)cc1,-1,-3,4,7,2,i,-8,i,i,-459
CN(CC(=O)Nc1cccc(F)c1)C(=O)CNS(=O)(=O)c1ccc(N(C)C)c([N+](=O)[O-])c1,12,7,-6,-1,-4,-6,-2,5,-3,0.3
CC(C)c1nc2cc(C(=O)N3CCNC(=O)C3c3ccc(F)cc3)ccc2o1 (stereo not drawn),6,-13,1,0,-6,0,-3,2,-2,0.8
Cc1ccsc1C1NC(=O)c2ccccc2N1 (stereo not drawn),10,6,5,-3,0,-492,1,-181,-146,9.3
COc1cc(NC(=O)Cc2cccs2)c(C(=O)O)cc1OC,4,-1,8,-4,0,1,-2,-1,-4,-0.2
COc1ccc(/C=N/N=C2/NC(=O)C(CC(=O)NC(C)C)S2)cc1 (stereo not drawn),8,12,-1,-5,-2,-1,-3,-2,-3,-0.3
Cn1c(CSc2nc3ccccc3s2)nnc1SCC(=O)NCc1cccnc1,-10,3,7,4,-5,-13,-1,-1,-5,0.2
CCCCCN(C(=O)CCC(=O)OC(C)C(=O)c1ccccc1)c1c(N)n(CCCC)c(=O)[nH]c1=O (stereo not drawn),-9,-8,-4,13,-3,-1,2,0,-2,-0.7
O=C(COc1ccccc1)N=C1SC2CS(=O)(=O)CC2N1c1ccc(F)cc1F (stereo not drawn),10,-11,-5,-6,2,11,2,10*,1,0.2
COc1cc(NC(=O)c2cccs2)c(OC)cc1NC(=O)Nc1ccc(F)cc1,13,3,3,9,4,12,-4,-4,-6,99*
C/C(=C/C(=O)N1CCc2ccccc21)C(=O)O,-12,-6,3,6,7,-12,1,3,-6,-0.5
COCCN(CCOC)Cc1c(C)[nH]c2ccccc2c1=O,-4,11,-5,-3,-1,-3,1,-1,-4,0.5
O=c1c2ccccc2cnn1Cc1n[nH]c(=S)n1-c1ccc(Cl)cc1,-2,10,8,-2,4,-1,-1,-1,0,0.1
O=C(c1nn(-c2ccccc2)c(=O)c2ccccc12)N1CCN(c2ncccn2)CC1,-5,10,3,-3,-1,-4,4,0,-3,0.5
CN(C)CCN1C(=O)c2cccc3cc([N+](=O)[O-])cc(c23)C1=O,-9,-6,3,13,3,-11,7,-125,-1,2.8
COc1cccc(NC(=O)CN(C)C(=O)COc2ccc3ccccc3c2)c1,4,-12,-7,-2,7,12,1,2,3,0.5
O=C(/C=C/c1ccc(O)c(O)c1)c1ccc(S(=O)(=O)N2CCCCCC2)cc1,3,-19,-10,-2,0,34*,6,11*,18*,-0.2
O=C(NCc1ccccc1)c1ncn(Cc2ccccc2)c1C(=O)NCc1ccccc1,10,-3,0,7,-3,5,-1,1,-4,0.5
NC(=O)CCn1c2ccccc2c2ccccc21,9,3,2,7,1,-8,2,0,-2,-0.6
CCCN(CCC)CC(=O)NCC1(c2ccccc2)CCOCC1,2,0,-2,-9,-5,3,0,0,-4,-0.3
COc1ccc(OC)c(-n2nnnc2SCC(=O)Nc2ccc3c(c2)OCCO3)c1,11,4,6,49*,7,4,-6,-1,-4,-0.1
Cc1ccc(C(C(=O)NC(C)(C)C)N(CC2CCCO2)C(=O)c2csnn2)cc1 (stereo not drawn),5,14,-6,6,-3,-2,3,3,-1,0.9
COc1cccc(-n2c(SCC(=O)NCC3CCCO3)nc3c([nH]c4ccccc43)c2=O)c1 (stereo not drawn),-6,7,-3,6,-2,-71,-2,-2,-26,1.1
CCCSc1nc(C)c(CC(=O)O)c(=O)[nH]1,-7,9,5,-2,5,-15,2,-1,-7,0.1
CCn1c(SCC(=O)NNC(=O)c2ccc(OC)cc2)nnc1C(C)C,-4,4,3,6,-5,3,-1,0,0,-0.2
CCCc1nnc(NC(=O)CCC(=O)N2CCCCCC2)s1,2,2,-6,6,-5,3,0,-1,-1,-0.1
CCOC(=O)C1=NNC2(c3ccccc3)C(=O)N(c3cccc(Br)c3)C(=O)C12 (stereo not drawn),13,-3,-7,-8,3,3,2,-1,-2,0.3
O=C(COC(=O)Cn1nnc(-c2ccccc2)n1)Nc1ccccc1Br,8,-5,3,15,5,2,2,-1,1,0.1
CCN(CC)C(NC(=O)c1ccccc1)C(=O)c1ccccc1 (stereo not drawn),16,-1,-6,-5,4,-1,1,3,1,-0.1
